Bioassay records: PubChem BioAssay, National Center for Advancing Translational Sciences (NCATS)
LDHA block: inhibitors of human lactate dehydrogenase A | purified LDHA, NADH/diaphorase-resazurin fluorescence; hits give low values | activity change, % (values are at about 110 or 230 µM) | 480,000 tested, 0.15% active; in the data active = activity change below about -30%; inconclusive = mostly about -25% to -30%;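 note: plate controls were DMSO wells for no effect and wells without enzyme for full effect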
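Enzyme activity of human lactate dehydrogenase 5 (2 nM; 0.06 mM NADH, 0.2 mM pyruvate, 5 min, RT) is measured via a resazurin/diaphorase fluorescence readout of residual NADH.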
Apoferritin bind: candidate novel general anesthetic via apoferritin binding. AID 485281. 350,000 tested, 0.074% active. apoferritin/1-aminoanthracene competitive binding, fluorescence. Potency, µM (titrated, usually from 77.5 µM), without a hit: top-dose activity change, negative = displacement, usual class: inhibitors; note: potency is the fitted concentration of half-maximal effect; % is set by controls: 0 for no effect and ±100 for the full control effect; nearly all actives have a fitted effect of over 20% in size
Target sequence (P02791 2-175 limits assumed): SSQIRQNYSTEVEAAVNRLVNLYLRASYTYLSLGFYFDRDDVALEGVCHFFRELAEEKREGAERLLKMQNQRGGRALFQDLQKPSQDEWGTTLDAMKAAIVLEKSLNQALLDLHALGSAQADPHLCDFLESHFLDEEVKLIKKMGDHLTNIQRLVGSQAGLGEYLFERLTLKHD
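Concentration-response curves derived by four-parameter Hill fitting of normalized fluorescence, where compounds displaced 1-AMA from 10 uM horse apoferritin following a brief 10 min room-temperature incubation; propofol titration acted as positive control.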
POLK inh: DNA polymerase kappa (human) inhibition; 400,000 tested, 0.53% active; Q9UBT6; purified Pol kappa, fluorescent DNA synthesis assay, 10 min; Potency, µM (doses to about 107 µM), for inactives: top-dose activity, negative = inhibition, hits mostly inhibitors; AID 588579; note: potency is the fitted concentration of half-maximal effect; % is set by controls: 0 for no effect and ±100 for the full control effect
Target sequence (Q9UBT6 whole entry, looked up): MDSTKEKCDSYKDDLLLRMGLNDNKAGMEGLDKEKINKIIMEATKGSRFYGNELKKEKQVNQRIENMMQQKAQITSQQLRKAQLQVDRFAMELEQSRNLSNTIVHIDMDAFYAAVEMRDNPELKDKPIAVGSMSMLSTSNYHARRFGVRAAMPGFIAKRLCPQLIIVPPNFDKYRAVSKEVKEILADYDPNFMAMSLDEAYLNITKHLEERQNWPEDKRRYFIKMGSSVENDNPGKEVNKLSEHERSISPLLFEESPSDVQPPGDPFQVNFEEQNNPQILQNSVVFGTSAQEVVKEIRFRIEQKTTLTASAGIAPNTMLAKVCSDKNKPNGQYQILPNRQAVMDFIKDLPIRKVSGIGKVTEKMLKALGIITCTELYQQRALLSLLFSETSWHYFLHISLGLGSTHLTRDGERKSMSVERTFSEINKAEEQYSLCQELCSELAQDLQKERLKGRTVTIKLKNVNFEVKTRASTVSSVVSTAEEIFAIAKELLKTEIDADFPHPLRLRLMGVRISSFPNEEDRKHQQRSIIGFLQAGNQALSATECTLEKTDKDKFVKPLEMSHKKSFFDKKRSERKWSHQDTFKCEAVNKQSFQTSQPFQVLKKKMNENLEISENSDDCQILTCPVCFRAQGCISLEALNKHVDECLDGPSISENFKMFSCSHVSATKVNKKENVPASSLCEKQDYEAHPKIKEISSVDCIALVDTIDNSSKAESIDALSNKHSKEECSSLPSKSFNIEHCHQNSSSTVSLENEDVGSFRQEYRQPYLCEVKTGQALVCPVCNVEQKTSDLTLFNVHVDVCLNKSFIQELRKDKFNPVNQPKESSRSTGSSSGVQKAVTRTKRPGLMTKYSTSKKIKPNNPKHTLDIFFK
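Fluorescent qHTS in 1536-well format: enzyme (10 nM) and compound sat 15 min at room temperature before 50 nM substrate (final) was added. Signal taken at 0 and 10 min; no-enzyme buffer wells were negative controls.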
RGS4 inh: blocks human RGS4-accelerated GTP hydrolysis; P49798; Transcreener GDP fluorescence polarization, RGS4-accelerated GTP hydrolysis; Potency, µM (highest dose often 114 µM), for inactives: top-dose activity change, negative = inhibition, usual class: inhibitors; 390,000 tested, 0.039% active; AID 504845; note: potency is the fitted concentration of half-maximal effect; % is set by controls: 0 for no effect and ±100 for the full control effect; nearly all actives have a fitted effect of over 75% in size; some results filed as inactive show a strong effect at the top dose
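MLSMR compounds (23 nl, pin-transferred) preincubated 10 min at room temperature with a 500nM (2x) first reagent, then RGS4 at 900nM (2x) plus Transcreener GDP mix added; fluorescence polarization (620/688 nm) read before and after 90 min at 30 °C.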
POLB inh: DNA polymerase beta (human) inhibition; 340,000 tested, 1.3% active; Pol beta primer extension/strand displacement, fluorescence kinetic; Potency, µM (top dose mostly 114 µM), inactives show top-dose activity change, negative = inhibition, hits mostly inhibitors; note: potency is the fitted concentration of half-maximal effect; % is set by controls: 0 for no effect and ±100 for the full control effect
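Values derive from four-parameter Hill fits of normalized kinetic data: reads at 0 and 10 min following addition of 50 nM substrate to 10 nM Pol beta preincubated 15 min with compound.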
ALOX12 inh: inhibitors of human 12S-lipoxygenase ALOX12. P18054. purified 12hLO, xylenol orange hydroperoxide absorbance. Potency, µM (highest dose often 108 µM), inactives show top-dose activity change, negative = inhibition, hits mostly inhibitors. 580,000 tested, 1.1% active; note: potency is the fitted concentration of half-maximal effect; % is set by controls: 0 for no effect and ±100 for the full control effect
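Hydroperoxide product was detected by ferrous iron/xylenol orange as the 573 to 405 nm absorbance ratio. Arachidonic acid at 40 uM (final) was turned over for 30 min at room temperature by 150 nM human 12hLO, pH 7.0 Hepes buffer, after 15 min compound preincubation.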
ERG Ets-DNA blk: blocks human ERG Ets domain binding to DNA. Potency, µM (doses to about 76.9 µM), for inactives: at the highest dose FP activity, negative = inhibition, most hits filed as inhibitors. fluorescence polarization, His-ERG Ets domain / labelled DNA. 370,000 tested, 0.028% active. P11308; active = well fitted inhibition curve with a large enough effect in the polarisation, with a control signal flat; inconclusive = small, poorly fitted or top-dose-only effect, or effect the other way, or a change in a side signal; inactive = no such curve, though single readings can be large or run the other way; the % refers to the polarisation;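 note: polarization taken with two DNA probes labelled with fluorescein and Texas red; potency is the fitted concentration of half-maximal effect; % of control where 0% means no effect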
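His-tagged ERG Ets domain (1 uM in the protein solution; 300mM KCl, 50mM Tris-HCl, 1mM EDTA, 1mM DTT, pH 7.5) received compound, then a probe mix of 5 nM fluorescein-DNA and 100nM Texas-615-DNA. Fluorescence polarization was read for both dyes.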
POLH inh: blocks human DNA polymerase eta activity; AID 588591; Q9Y253; 390,000 tested, 1.2% active; recombinant Pol eta, fluorescent DNA replication assay; Potency, µM (doses to about 114 µM), for the others: at the top dose activity change, negative = inhibition, most hits filed as inhibitors; note: potency is the fitted concentration of half-maximal effect; % is set by controls: 0 for no effect and ±100 for the full control effect
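Fluorescent replication assay: 50 nM final substrate added after a 15 min room-temperature compound preincubation with 10 nM enzyme. Signal taken at 0 min and again at 10 min.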
APE1 inh: inhibitors of human APE1 endonuclease; P27695; recombinant APE1, TAMRA/BHQ-2 abasic DNA cleavage fluorescence; Potency, µM (series often up to 65.8 µM), for inactives: at the top dose activity change, negative = inhibition, most hits filed as inhibitors; 350,000 tested, 0.35% active;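 note: potency is the fitted concentration of half-maximal effect; plate controls were vehicle for no effect and reference inhibitor for full effect; nearly all actives have a fitted effect of over 55% in size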
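Endonuclease cleavage of a quenched abasic-site DNA duplex (50 nM) by APE1 (0.75 nM) was tracked by TAMRA dequenching. Compounds were preincubated with enzyme 15 min at room temperature; data normalized to buffer-only and DMSO wells plus NSC13755 control.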
Starred values were filed as active, the others as inactive; ? = inconclusive; / = not tested or not shown; & = joins results of further samples; ! = not active in a repeat; [ ] = remark or other dose. Unless noted, calls come from the whole dose curve; as a rule, active = well fitted curve in the direction sought with a large enough effect; inconclusive = small, poorly fitted or top-dose-only effect, or another doubt; inactive = no such curve, though single readings can be large; an effect the other way counts as inactive or inconclusive. Some of the compounds tested. The share of hits here may be higher or lower than overall.

SMILES	LDHA block	Apoferritin bind	POLK inh	RGS4 inh	POLB inh	ALOX12 inh	ERG Ets-DNA blk	POLH inh	APE1 inh
O=C1OC(Cc2ccccn2)C(=O)C1=C1SCCS1 (centres undefined)	-3	-2%	-11%	-22%	49%	?	-9%	-16%	15%
CCOC(=O)CC(NC(=O)c1cc2c(=O)n3cccc(C)c3nc2s1)c1ccc(OCC(C)C)c(OC)c1 (centres undefined)	-1	0%	-17%	-5%	5%	2%	3%	-15%	/
CCOc1ccc(NC(=O)CN(C)Cc2cc(=O)n3c(-c4ccccc4)csc3n2)cc1OCC	4	?	-11%	-4%	25µM*	-1%	-2%	-3%	2%
COc1ccc(C2C(C(=O)Nc3ccc4c(c3)OCCO4)c3ccccc3C(=O)N2C)cc1 (centres undefined)	-4	-12%	-18%	5%	0%	0%	0%	8%	2%
COc1ccc(-c2cc(C#N)nc(Oc3ccc(Cl)cc3)n2)cc1	-6	-5%	?	-40%	38%	-19%	-4%	-12%	14%
O=C(COC(=O)c1cc2ccccc2o1)NCc1ccco1	-6	/	-4%	2%	/	66%[activator]	-5%	2%	-7%
Cc1ccc(OCCC(=O)OCC(=O)Nc2cc(C)nn2-c2ccccc2)cc1	1	-8%	-1%	-20%	-4%	0%	-4%	-11%	20%
CCN(Cc1ccncc1)C(=O)CSc1ccc2ccccc2c1	0	-6%	11%	-4%	-3%	6%	-11%	-16%	-3%
CCOC(=O)c1sc(NC(=O)/C=C/c2cnn(CC)c2C)c(C(=O)OCC)c1C	10	-10%	1%	?	2%	?	-4%	-14%	-3%
Cc1cc(-c2nc3ccccc3s2)ccc1NC(=O)c1cc(Cl)ccc1Cl	-3	-1%	4%	-1%	22%	-3%	0%	1%	/
CCCCOC(=O)c1ccc(NC(=O)CC2NCCNC2=O)cc1 (centres undefined)	-3	-8%	-22%	18%	0%	-16%	0%	-13%	/
Fc1ccc(-c2csc(=S)[nH]2)cc1	-1&-4	-8%	-7%	?	19%	7.9µM*!	2%	6%	8%
CCN(CC)c1ccc(C(=O)OCC(=O)NC2CCCCC2C)cc1 (centres undefined)	2	-19%	0%	?	38%	-11%	1%	-7%	13%
CNC(=O)CC(C(=O)O)c1ccc(OCC(C)C)cc1 (centres undefined)	-5	1%	-2%	0%	8%	12%	1%	-19%	14%
O=C(Nc1ccccc1)c1ccc(S(=O)(=O)N2CCCCC2)cc1	-17	4%	-19%	4%	42%	19%	-2%	-11%	10%

Some of these compounds in order of number of heavy atoms, lowest first.
SMILES	LDHA block	Apoferritin bind	POLK inh	RGS4 inh	POLB inh	ALOX12 inh	ERG Ets-DNA blk	POLH inh	APE1 inh
CCN(Cc1ccncc1)C(=O)CSc1ccc2ccccc2c1	0	-6%	11%	-4%	-3%	6%	-11%	-16%	-3%
CCN(CC)c1ccc(C(=O)OCC(=O)NC2CCCCC2C)cc1 (centres undefined)	2	-19%	0%	?	38%	-11%	1%	-7%	13%
COc1ccc(C2C(C(=O)Nc3ccc4c(c3)OCCO4)c3ccccc3C(=O)N2C)cc1 (centres undefined)	-4	-12%	-18%	5%	0%	0%	0%	8%	2%

Next records.
SMILES	LDHA block	Apoferritin bind	POLK inh	RGS4 inh	POLB inh	ALOX12 inh	ERG Ets-DNA blk	POLH inh	APE1 inh
COc1cc(/C=N/Nc2ccc(Cl)c(C(=O)O)c2)ccc1OC(=O)c1ccco1	5	-13%	-10%	-5%	0%	-27%	-4%	-18%	2%
O=C(NNc1nc2c(F)cccc2s1)C1=COCCO1	2	-7%	-24%	3%	0%	14%	-10%	-15%	2%
Cc1ccccc1S(=O)(=O)Nc1nc2ccccc2nc1N1CCc2ccccc2C1	-3	0%	-5%	6%	-27%	9%	7%	-7%	2%
Cc1cc(Cl)ccc1OCCNC(=S)NC(=O)c1cccnc1	-4	-3%	-6%	-28%	17%	0%	3%	-15%	19%
O=C(NCc1ccc(F)cc1)N1CCN(S(=O)(=O)c2ccccc2F)CC1	-9	-7%	-2%	-17%	2%	-25%	-14%	-17%	46%
Cc1ccc(-n2c(=O)c3c4c(sc3n(Cc3cc(=O)n5ccccc5n3)c2=O)CCC4)cc1C	-7&-4	-11%&-13%	-3%&2%	-13%&-25%	?	?	8%	3%&-7%	4%
Cc1ccc(-c2csc(NC(=O)c3ccc(Br)cc3)c2C(=O)O)cc1	1	0%	1%	-12%	20%	-12%	-1%	50µM*	-6%
CCc1ccc(-c2nc(SCC(=O)N(CC)C3CCS(=O)(=O)C3)n[nH]2)cc1 (centres undefined)	0	/	-12%	-4%	/	2%	12%	?	32%
CCc1cccc(NS(=O)(=O)c2ccc3c(c2)n(C)c(=O)n3C)c1	0	-3%	1%	-3%	-19%	25%	-6%	-13%	30%
O=C1OCCN1C(=O)[C@H]1[C@H](c2ccc([N+](=O)[O-])cc2)C(c2ccccc2)=NN1c1ccc(Br)cc1	-2	-14%	5%	4%	/	-16%	-6%	-9%	-22%
COc1ccc(CN2CCC(Oc3ccc(C(=O)N4CCCCC4)cc3)CC2)cc1C	-6	-15%	-13%	-16%	45%	0%	0%	-17%	1%
CCCn1c(=O)c2ccccc2n2c(SCC(=O)NCc3cccs3)nnc12	-5	-6%	-15%	-41%	-7%	-7%	-3%	-4%	1%
CCN(CC(=O)Nc1ccc(NC(C)=O)cc1)C(=O)CN1C(=O)C2CCCCC2C1=O (centres undefined)	-1	/	-6%	-5%	/	177%[activator]	2%	-1%	5%
COc1ccc(-c2noc(-c3cccc(OC)c3OC)n2)cc1	-7	-11%	-8%	-20%	-13%	-3%	2%	-8%	/
Fc1ccccc1-c1[nH]ncc1-c1nnnn1-c1ccccc1	0	-12%	0%	-1%	-17%	59%[activator]	8%	2%	3%

5 entries out of the list above, ordered by the number in ALOX12 inh, descending.
SMILES,LDHA block,POLK inh,RGS4 inh,ALOX12 inh,ERG Ets-DNA blk,POLH inh
Cc1ccccc1S(=O)(=O)Nc1nc2ccccc2nc1N1CCc2ccccc2C1,-3,-5%,6%,9%,7%,-7%
COc1ccc(CN2CCC(Oc3ccc(C(=O)N4CCCCC4)cc3)CC2)cc1C,-6,-13%,-16%,0%,0%,-17%
COc1ccc(-c2noc(-c3cccc(OC)c3OC)n2)cc1,-7,-8%,-20%,-3%,2%,-8%
CCCn1c(=O)c2ccccc2n2c(SCC(=O)NCc3cccs3)nnc12,-5,-15%,-41%,-7%,-3%,-4%
O=C(NCc1ccc(F)cc1)N1CCN(S(=O)(=O)c2ccccc2F)CC1,-9,-2%,-17%,-25%,-14%,-17%

New compounds follow:
SMILES	LDHA block	Apoferritin bind	POLK inh	RGS4 inh	POLB inh	ALOX12 inh	ERG Ets-DNA blk	POLH inh	APE1 inh
NC(=O)c1ccc([N+](=O)[O-])cc1SCc1ccccc1	3	?	?	-34%	40µM*	?	-13%	?	-1%
O=C(c1cccc(F)c1)n1nnc2ccccc21	-8	3%	-1%	39%	-3%	0%	-5%	-3%	-4%
CCC(CC)C(=O)c1c[nH]c(C(=O)NCc2ccncc2)c1	-8	-4%	3%	9%	6%	-10%	8%	-5%	1%
O=C(CC1SC(=Nc2ccccc2)N(CCO)C1=O)Nc1ccccc1 (centres undefined)	-3	3%	-17%	13%	?	2%	-5%	1%	6%
Cc1ccc(C)c(S(=O)(=O)N(C)Cc2cccs2)c1	2	/	-9%	3%	/	?	4%	-10%	29%
CCSc1n[nH]c2nc3c(c(=O)n12)C1(CCCC1)Cc1ccccc1-3	-6	1%	-22%	-13%	10%	0%	1%	0%	2%
CCc1ccc(CN(Cc2ccco2)C(=O)c2cc(-c3ccc(C)c(F)c3)on2)cc1	-3	-8%	-7%	27%	-5%	1%	6%	/	/
S=c1[nH]c2ccc(Cl)cc2s1	-15	-1%	-16%	?	9%	-74%	8%	3%	-6%
O=C(Nc1cc(Cl)ccc1-n1cncn1)c1cc(F)c(F)c(F)c1F	1	/	2%	5%	/	2%	4%	?	4%
CC(C)(C)SCCNC(=O)/C=C/c1ccc(F)cc1	-3	7%	-7%	10%	4%	-2%	5%	-23%	0%
CC1CN(C(=O)c2cn3ccccc3n2)CC(C)O1 (centres undefined)	-2	-6%	-18%	?	7%	-4%	1%	3%	5%
COc1ccc(Cl)cc1C(=O)NN=C1CCCC1	-5	/	-7%	1%	/	170%[activator]	-2%	-14%	/

Complete entries as entered above. Order of screens: LDHA block	Apoferritin bind	POLK inh	RGS4 inh	POLB inh	ALOX12 inh	ERG Ets-DNA blk	POLH inh	APE1 inh
Listed for Cc1ccc(C)c(S(=O)(=O)N(C)Cc2cccs2)c1 = 2	/	-9%	3%	/	?	4%	-10%	29%
Listed for S=c1[nH]c2ccc(Cl)cc2s1 = -15	-1%	-16%	?	9%	-74%	8%	3%	-6%
